PREPL inhibitor: inhibitors of human prolyl oligopeptidase-like enzyme PREPL | inhibition, % at 5.96 µM | AID 2751 | recombinant PREPL, fluorescence polarization activity-based probe | hit rate 0.68% among 320,000; in the data active = inhibition above about 43%;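 note: 0% = enzyme with DMSO and 100% = wells lacking enzyme; many of its hits are not listed in these tables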
pPAFAH FP inh: pPAFAH (human) enzyme inhibition; inhibition, % at 3.39 µM; recombinant pPAFAH, FP-rhodamine probe fluorescence polarization; Q13093; AID 463082; hit rate 1.5% among 330,000;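 active = inhibition above the mean inhibition across the screen plus 3 SD, cut at about 25% in these data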;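 note: inhibitors block binding of the rhodamine activity-based probe so polarization drops; 0% = enzyme with DMSO and 100% = wells lacking pPAFAH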
LYPLA2 counter: blocks human lysophospholipase 2, a PME1 counter-screen. hit rate 0.38% among 320,000. O95372. recombinant LYPLA2, FP-Rh probe fluorescence polarization. AID 2177. inhibition, % at 5.9 µM;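 active = inhibition above the screen-wide mean plus 3 SD, limit set per campaign, cut at about 26% in these data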;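 note: 0% = LYPLA2 with DMSO and 100% = wells lacking LYPLA2 enzyme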
Target sequence (O95372 whole entry, looked up): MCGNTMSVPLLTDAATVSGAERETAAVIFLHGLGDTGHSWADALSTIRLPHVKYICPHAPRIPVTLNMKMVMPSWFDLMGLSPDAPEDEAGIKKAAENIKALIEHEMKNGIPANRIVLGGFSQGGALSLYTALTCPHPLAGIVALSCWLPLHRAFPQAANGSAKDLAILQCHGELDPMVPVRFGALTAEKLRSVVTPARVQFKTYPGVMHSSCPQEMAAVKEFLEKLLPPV
PAFAH1B2 FP inh: blocks human PAF acetylhydrolase 1b catalytic subunit 2 | P68402 | recombinant PAFAH1B2, FP-rhodamine activity probe, fluorescence polarization | inhibition, % at 3.39 µM | hit rate 1.2% among 340,000 | AID 492953;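 active = inhibition above the mean of all tested compounds plus 3 SD, cut at about 24% in these data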;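 note: 0% = enzyme with DMSO and 100% = wells lacking PAFAH1B2; many of its hits are not listed in these tables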
Target sequence (P68402 whole entry, looked up): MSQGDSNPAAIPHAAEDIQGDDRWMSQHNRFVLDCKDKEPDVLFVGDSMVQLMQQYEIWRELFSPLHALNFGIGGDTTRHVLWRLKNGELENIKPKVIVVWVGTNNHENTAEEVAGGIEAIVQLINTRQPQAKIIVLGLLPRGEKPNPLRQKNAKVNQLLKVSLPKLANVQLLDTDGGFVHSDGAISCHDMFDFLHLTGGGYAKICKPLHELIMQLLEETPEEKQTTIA
GSTO1 inh: GSTO1 inhibition, counter-screen for RBBP9 inhibitors | P78417 | recombinant GSTO1, activity-based probe fluorescence polarization | hit rate 1.1% among 300,000 | inhibition, % at 5.96 µM;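 active = inhibition above the campaign mean inhibition plus 3 SD, cut at about 35% in these data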;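 note: 0% = GSTO1-1 with DMSO and 100% = wells lacking GSTO1-1 enzyme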
PAFAH1B3 FP inh: PAFAH1B3 (human) inhibition. AID 492972. inhibition, % at 3.39 µM. recombinant PAFAH1B3, FP-rhodamine probe, fluorescence polarization. hit rate 0.28% among 340,000. Q15102;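 active = inhibition above the screen-wide average of all tested compounds plus 3 SD, cut at about 25% in these data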;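 note: 0% = enzyme with DMSO only and 100% = wells lacking PAFAH1B3 protein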
PME-1 inh: blocks human protein phosphatase methylesterase 1. Q9Y570. recombinant PME-1, FP-Rh probe fluorescence polarization. inhibition, % at 5.9 µM. hit rate 0.53% among 320,000;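 active = inhibition above the campaign mean of all compounds plus 3 SD, cut at about 26% in these data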;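 note: competitive labeling of PME-1 active site by serine hydrolase directed probe; 0% = PME-1 with DMSO and 100% = wells lacking PME-1 enzyme; inhibitors block probe labeling so polarization falls and inhibition rises; many of its hits are not listed in these tables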
Target sequence (Q9Y570 whole entry, looked up): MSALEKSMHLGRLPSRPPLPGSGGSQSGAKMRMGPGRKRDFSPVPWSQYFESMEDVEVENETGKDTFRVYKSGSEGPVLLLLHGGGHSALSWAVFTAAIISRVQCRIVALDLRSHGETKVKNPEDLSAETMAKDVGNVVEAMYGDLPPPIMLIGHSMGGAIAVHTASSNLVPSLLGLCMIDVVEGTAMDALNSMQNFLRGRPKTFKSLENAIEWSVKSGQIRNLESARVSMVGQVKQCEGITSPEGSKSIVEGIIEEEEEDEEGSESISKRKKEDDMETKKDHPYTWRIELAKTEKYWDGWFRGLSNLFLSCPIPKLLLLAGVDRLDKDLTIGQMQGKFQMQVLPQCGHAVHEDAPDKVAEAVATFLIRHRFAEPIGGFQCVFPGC
PAD4 FP inh: PAD4 (human) enzyme inhibition; Q9UM07; recombinant PAD4, RCA probe fluorescence polarization; inhibition, % at 6.36 µM; hit rate 0.41% among 330,000; AID 485272;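 active = percent inhibition above a cutoff equal to the mean of all tested compounds plus 3 SD, cut at about 15% in these data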;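 note: 0% = PAD4 with RCA probe and DMSO and 100% = probe without PAD4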
LYPLA1 counter: LYPLA1 (human) inhibition in PME1 counter-screen; AID 2174; inhibition, % at 5.9 µM; recombinant LYPLA1, FP-Rh probe fluorescence polarization; hit rate 0.16% among 320,000; O75608;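 active = inhibition above the mean of all tested compounds plus 3 SD, set per campaign, cut at about 14% in these data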;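 note: inhibitors block serine hydrolase probe labeling of LYPLA1 so polarization falls; 0% = enzyme with DMSO and 100% = wells lacking LYPLA1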
Target sequence (O75608 whole entry, looked up): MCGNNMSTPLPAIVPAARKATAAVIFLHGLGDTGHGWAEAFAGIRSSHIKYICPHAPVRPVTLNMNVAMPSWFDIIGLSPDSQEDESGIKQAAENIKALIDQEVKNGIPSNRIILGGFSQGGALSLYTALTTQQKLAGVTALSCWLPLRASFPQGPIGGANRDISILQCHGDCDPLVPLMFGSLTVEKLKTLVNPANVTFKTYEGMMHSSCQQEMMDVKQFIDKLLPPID
The depositor's hits bear a star; x = not tested or not shown; & = joins results of further samples; ! = not confirmed by another sample.

SMILES	PREPL inhibitor	pPAFAH FP inh	LYPLA2 counter	PAFAH1B2 FP inh	GSTO1 inh	PAFAH1B3 FP inh	PME-1 inh	PAD4 FP inh	LYPLA1 counter
Cc1cccc(N(Cc2ccccc2)C(=O)Cc2ccc(S(=O)(=O)N3CCOCC3)s2)c1	0	7	-4	5	-10	-1	-3	-2	1
CC(C)(C)c1ccccc1OCCOCCSc1ncccn1	-6	2	-1	0	0	-6	6	-1	1
CN(C)/C=N/C(=S)Nc1ccc(Br)cc1F	-3	0	-4	1	4	5	-2	1	-2
CCCOc1ccccc1C(=O)Nc1ccc(S(=O)(=O)N2CCN(C)CC2)cc1	-4	4	-7	4	1	10	-3	1	-3
COC(=O)CN(n1cnnc1)S(=O)(=O)c1ccccc1Cl	-2	-2	5	-6	2	5	-4	0	1
Cc1ccc(C(=O)Nc2c(C)n(C)n(-c3ccccc3)c2=O)cc1S(=O)(=O)N1CCCCC1	14	0	x	-1	x	14	x	-5	x
COc1cccc(NC(=O)c2ccc(-c3ccc([N+](=O)[O-])cc3)o2)c1	4	6	-11	8	-3	-3	-2	-7	-3
S=C(NCc1ccccc1)NC1CCSc2ccccc21 (configuration not stated)	-9	1	-9	7	-3	3	-3	-5	-6
COc1ccc2[nH]c3c(NCCCOC(C)C)ncnc3c2c1	3	10	0	7	3	7	10	-2	2
Cc1ccc(C2CC(c3cccs3)=NN2C(=O)CSC2=NCCS2)cc1 (configuration not stated)	4	-1	-1	-4	6	-2	7	10	-2
CCOc1ccccc1C(=O)NCC(=O)OCC(=O)c1c(N)n(C)c(=O)n(C)c1=O	8	5	x	1	x	6	x	0	x
CCOC(=O)c1sc(NC(=O)CS(=O)(=O)c2ccc(C)cc2)nc1C	-4	-23	3	4	3	1	0	-5	-4
COC(=O)c1cc2ccsc2n1Cc1nc(-c2cccc(Cl)c2)oc1C	7	0	-6	0	2	3	-3	1	-4
COc1ccc(NC(=O)CCC(=O)c2cccs2)cc1S(=O)(=O)Nc1ccccc1Cl	3	7	-12	8	-6	9	2	-9	-2
Cc1nc(C(=O)NNC(=O)c2ccc(Cl)cc2)c(C(F)(F)F)o1	-1	-1	1	10	17	11	1	-1	3
Cc1ccccc1N1CCN(C2CCCN(C(=O)c3snnc3C)C2)CC1 (configuration not stated)	12	3	0	-3	1	-1	-2	-5	-2
COc1ccc(-c2cn3c(C)c(C(=O)N4CCCc5ccccc54)sc3n2)cc1	17	4	-7	3	-1	4	4	4	-4
CC1CCN(S(=O)(=O)c2ccc(NC(=O)Cn3nnc(-c4ccccc4F)n3)cc2)CC1	-1	-18	-60	-10	-11	-19	-53	-12	-30
CCCCOCC(O)CN1CCN(C(C)=O)CC1 (configuration not stated)	9	3	9	5	2	5	1	-3	5
CCc1ccc(NC(=O)C2CCCN(S(=O)(=O)c3ccc4[nH]c(=O)ccc4c3)C2)cc1 (configuration not stated)	6	1	-5	-4	-9	-12	-9	1	-3
COc1ccc(CNC(=O)CN(C)Cc2ccc(SC)cc2)cc1	-6	2	0	9	8	6	5	-3	-2
O=c1cc(O)c2sc3nc(C(F)(F)F)c4c(c3c2[nH]1)CCCCC4	7	3	4	8	-7	-1	6	-2	4
CN(C)CCn1c(=S)[nH]c2ccccc2c1=O	-4	0	-4	2	0	4	1	-1	0
Cc1ccc(OCC(=O)N2CCN(S(C)(=O)=O)CC2)cc1	8	1	3	5	5	5	-1	-2	-2
O=S(=O)(Nc1nccs1)c1cnc(Cl)c(Br)c1	-10	0	1	6	8	8	-3	-2	-2
COc1ccc(S(=O)(=O)N(C)CC(=O)Nc2ccccc2OC)cc1	-3	-1	-4	2	4	2	0	5	-1
O=C(CSc1nnc(-c2ccccc2Cl)o1)N1CCCC1	3	3	3	-5	-5	-2	1	-3	-2
Cc1ccc(Nc2nnc(SCn3nnc4ccccc4c3=O)s2)cc1	-14	5	6	2	-6	6	4	2	-4
CCOC(=O)c1ccc(-n2c(CCC(=O)O)ccc2-c2ccccc2)cc1	2	11	-3	4	4	-1	-7	-9	-1
O=C(O)c1cc(-c2ccco2)nc2ccc(Br)cc12	18&-8	63*!	-10&-1	14&8	-30&-6	22&12	-20&-3	1&-5	-4&1
COc1ccc(Cl)cc1NC(=O)C/C(C)=N/NC(=O)COc1ccc(C)cc1	-3	0	-8	4	-9	-1	-7	-2	-3
CCOC(=O)Cc1csc(NC(=O)CSc2nc(N)c3c(C)c(C)sc3n2)n1	6	5	-4	0	4	8	8	4	-7
Cn1c(=O)c2c(O)cc(=O)n(-c3ccccc3)c2n(C)c1=O	-2	-1	0	5	1	-1	0	-1	2
CCOC(=O)c1cn[nH]c1C(F)(F)F	3	-3	-2	x	-6	x	-1	0	0
O=C(c1ccc(F)c(S(=O)(=O)N2CCOCC2)c1)N1CCN(c2ncccn2)CC1	20	-4	-3	2	x	0	-4	7	-1
Cc1ccccc1NC(=O)c1ccccc1NS(=O)(=O)c1cccc2cccnc12	3	0	1	0	-4	2	-1	2	5
Cc1ccc(-c2cc(C(=O)Nc3cc(C)on3)c3ccccc3n2)cc1	-1	-4	-3	-3	3	4	0	-5	-5
Cc1ccc(S(=O)(=O)N(Cc2cccc(C(F)(F)F)c2)C(=O)N2CCN(C)CC2)cc1	2	5	-5	3	4	3	-1	-6	-4
COc1cc(OC)cc(C(=O)NNC(=O)CCC2CCCC2)c1	19	2	x	6	x	10	x	0	x
CCn1nc(C)c(CN2CCCC(CO)(Cc3ccccc3)C2)c1C (configuration not stated)	-3	-4	7	1	4	2	-5	0	1
COc1cc(OC)cc(C(=O)NNC(=O)CCOc2ccccc2OC)c1	13	0	3	1	x	0	-2	1	-4
Cc1ccc(NC(=O)c2cc(-c3ccccc3)nn2-c2ccccc2)c(Br)c1	-4	5	4	-6	-5	2	2	-2	-1
CC(=O)Nc1ccc(NS(=O)(=O)c2ccc(Cl)s2)cc1	12	5	3	8	7	-4	2	-3	0
COc1ccc(NC(=S)N(CCc2c(C)[nH]c3ccccc23)Cc2cccnc2)cc1	9	5	6	6	5	-4	1	2	1
CCCOc1ccc(C2=CSC3=NCCN23)cc1	-11	5	2	4	6	2	1	1	0
Cc1c(/C=N/O)sc2ccccc12	-6	-6	-5	9	0	7	4	3	-1
CCOC(=O)c1nc2sc(C)c(C)c2c(=O)[nH]1	-2	12	4	5	-10	2	8	4	1
CC(C)c1nnc(SCC(=O)NCc2ccc3c(c2)OCO3)n1C	-4	-7	-10	5	4	9	0	3	-2

3 structures out of the list, arranged by formula weight, smallest number first.
SMILES	PREPL inhibitor	pPAFAH FP inh	LYPLA2 counter	PAFAH1B2 FP inh	GSTO1 inh	PAFAH1B3 FP inh	PME-1 inh	PAD4 FP inh	LYPLA1 counter
CC(C)c1nnc(SCC(=O)NCc2ccc3c(c2)OCO3)n1C	-4	-7	-10	5	4	9	0	3	-2
COc1ccc(NC(=S)N(CCc2c(C)[nH]c3ccccc23)Cc2cccnc2)cc1	9	5	6	6	5	-4	1	2	1
Cc1ccc(NC(=O)c2cc(-c3ccccc3)nn2-c2ccccc2)c(Br)c1	-4	5	4	-6	-5	2	2	-2	-1

New compounds follow.
SMILES	PREPL inhibitor	pPAFAH FP inh	LYPLA2 counter	PAFAH1B2 FP inh	GSTO1 inh	PAFAH1B3 FP inh	PME-1 inh	PAD4 FP inh	LYPLA1 counter
CC(C)n1c(N2CCN(C(=O)N3CCCCC3)CC2)nc2ccccc21	5	8	-2	7	2	1	-2	1	-5
COC(=O)c1cccc(C23CC4(C2)[C@H](CN(Cc2ccc(-c5ccccc5)cc2)[C@@H]4c2ccccc2)C3c2ccc(Cl)nc2)c1 (some centres not stated)	-9	-23	-13	7	4	9	-7	-2	-6
COc1cccc(CNC(=O)[C@H](CC(C)C)NC(=O)N2CCn3c2nc2ccccc23)c1	-7	4	1	1	-6	6	-5	-2	-4
Cc1ccc(C)c(S(=O)(=O)N2CCN(CC(=O)Nc3cc(C)on3)CC2)c1	3	4	7	2	-2	3	0	-2	-1
C=CCNC(=O)c1c2c(nc3ccccc13)-c1ccccc1CC2	2	2	6	-1	5	3	-2	-6	6
COc1ccc(C)cc1S(=O)(=O)N(CC(=O)N1CCCC1)c1ccccc1	3	2	8	-3	1	-2	4	-3	4
COc1cc(/C=N/Nc2nc3c(c(=O)n(C)c(=O)n3C)n2Cc2ccccc2)ccc1OC(=O)c1ccco1	80*	34*	5	0	2	15	39*	0	-10
O=C(Nc1ccc(Cl)cc1)c1ccco1	-12	1	1	5	0	5	3	1	0
COc1ccc(/C=C/C(=O)N(c2ccccn2)C2CCCCC2)cc1OC	6	3	6	1	0	17	0	-2	-4
CCCCCn1cnnc1SCC(=O)c1ccc2c(c1)OCO2	12	5	-2	-5	x	4	3	-2	2
CCOc1ccc(S(=O)(=O)N2CCCC(C(=O)NCc3cccnc3)C2)cc1C (configuration not stated)	11	4	-3	1	17	6	2	1	-8
Cc1noc(C)c1S(=O)(=O)N1CCC(Cc2ccccc2)CC1	0	7	8	1	3	5	-4	0	1
CCCN(CCC)CCCNC(=O)c1ccc2c(c1)N(CC)C(=O)c1ccccc1S2=O (configuration not stated)	-2	-7	2	4	4	5	-1	-4	-4
CCOC(=O)C1CCCN(S(=O)(=O)c2c(C)c(C)cc(C)c2C)C1 (configuration not stated)	-2	4	2	8	1	1	-2	3	-1
O=c1cc(CO)oc(CN2CCN(c3ccccc3)CC2)c1O	1	5	-5	-1	13	-2	-2	-2	3
Cc1cccc(C(=O)NNC(=O)c2ccc(O)cc2)c1	-2	11	0	-3	6	9	2	0	-3
CCNc1ccc(C(=O)Nc2ccc3nc(C)sc3c2)cc1[N+](=O)[O-]	5	5	4	-3	4	4	3	1	-2
O=C(CCC(=O)c1ccccc1)NCCc1c[nH]c2ccccc12	-7	4	6	-5	1	-4	2	1	-5
O=S(=O)(c1ccc(Cl)c(C(F)(F)F)c1)N1CCN(CC(O)COc2ccccc2F)CC1 (configuration not stated)	-6	6	4	1	1	-3	1	-2	4
Cc1ccc(NC(=O)N2CCC(NC(=O)c3ccccc3C)CC2)cc1	-4	7	6	4	5	9	4	0	2
COc1cc2c(cc1OC)C(C(=O)N1CCCC1)C(c1ccccc1F)N(C)C2=O (configuration not stated)	-3	-2	4	3	-3	0	-3	2	-4
CCOc1ccc(C(=O)COC(=O)c2nn(CC)c(=O)c3ccccc23)cc1	7	-1	18	-1	x	2	0	-1	-1
CCCc1[nH]nc2c1C(c1ccc(OC(=O)c3ccco3)cc1)C(C#N)=C(N)O2 (configuration not stated)	23	4	-1	2	10	7	-3	-3	-3
COc1ccc(C(=O)O/N=C(/C)c2cccs2)cc1	30	20	11	2	-9	5	5	-2	3
O=[N+]([O-])c1ccc(C2CCCC/C2=N/OCc2ccccc2F)c([N+](=O)[O-])c1 (configuration not stated)	-18	4	3	1	4	8	3	-1	0
CCOC(=O)c1cccc(NC(=O)CSc2nc3ccccc3c(=O)n2CCOC)c1	-8	3	0	2	-2	6	2	-1	2
Cc1cc(NCCCn2ccnc2)n2nc(-c3ccc(F)cc3)cc2n1	11	3	7	6	0	-2	2	0	1
O=C(c1ccccc1)c1nn(-c2cccc(Cl)c2)c2nc(-c3ccccc3)cc(=O)n12	8	4	4	2	5	-2	0	2	-4
Cc1nc(N2CCN(Cc3ccccc3)CC2)nc2c1C(=O)CCC2	-4	1	-3	5	-2	-1	-4	0	-1

Some of the compounds tested; the hit share may differ from the screen's.
